CaV13 FRET inh: Primary screen for inhibitors of IQ motif and Ca2+-dependent inactivation inhibitor domain binding in CACNA1D, Förster resonance energy transfer in living cells, …; HEK cells, CFP/YFP FRET ICDI-IQ, plate reader, 10 min; percent FRET-ratio fall versus neutral wells; inhibition, % at 12.3 µM; 0.098% of 340,000 active; AID 743397;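 active = mean replicate inhibition of at least 30% and at least 1% of replicates passing that level; inconclusive = only one of the two criteria is met; inactive = neither criterion is met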;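 note: 0% = median of the neutral control wells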
Exocytosis inh: lytic granule exocytosis inhibition. TALL-104 LAMP-1 surface exposure, flow cytometry; cells stimulated with thapsigargin and PMA. 0.66% of 360,000 active. inhibition, % at 10 µM;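 active = inhibition above about 55%, limit read from the data; inconclusive = no clear call, values can overlap the other calls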
aDG glyco act: increases alpha dystroglycan glycosylation; Pro5-aDG cells, alpha-DG glycosylation AlphaScreen (IIH6); 0% Pro5, 100% B10-LARGE cell signal; activation, % at 10 µM; 0.22% of 360,000 active;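 active = activation of at least 8% versus controls, or a plate z-score of at least 8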;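 note: Pro5 are CHO cells carrying HIG-tagged alpha-DG that lacks glycosylation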
HTR2A ag: activates the mouse 5-HT2A serotonin receptor. P35363. CHO-K1 mHTR2A beta-arrestin complementation, luminescence; percent of 30 µM serotonin response. activation, % at 7.6 µM. 0.66% of 360,000 active;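 active = activation above a run cutoff, the mean activation of all tested compounds plus 3 SD, cut at about 14% in these data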;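 note: 0% = plate median of compound wells and 100% = 30 µM serotonin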
Vif inh: blocks HIV Vif function; HEK293T cells, Vif self-association by quenched fluorescence, imaging, 24 h; inhibition, % at 7.49 µM; 0.35% of 340,000 active; in the data active = inhibition above about 50%, passing the limit was not always enough; inconclusive = no clear call, values can overlap the other calls; inactive = below about 31%; note: some results filed as inactive read as strong as hits
N-glyco inh: N-linked glycosylation inhibition | D54 ERlucT glycosylation luciferase reporter, 24 h; percent of 100 nM tunicamycin response | reporter increase, % at 12.5 µM | 0.23% of 360,000 active | AID 588692;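 active = mean luciferase reporter signal, scaled so untreated is 0 and the glycosylation-blocking control 100, at or above a set limit in every replicate; inconclusive = mean reaches the limit but not every replicate does; inactive = mean below the limit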;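 note: luciferase carries N-glycosylation sites so blocking glycosylation raises the light; 0% = median of neutral control wells and 100% = median of 100 nM tunicamycin wells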
H9c2 protect: protects H9c2 cardiomyocytes from peroxide injury; protection from H2O2 cell death, % at 20 µM; H2O2 injury protection, ATPLite, 2 h; 0.63% of 360,000 active;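 active = compounds giving at least 50% protection of heart cells from peroxide-induced death in the single-dose screen, raw or plate-pattern-corrected value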;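 note: 0% = DMSO wells with peroxide and 100% = DMSO wells without peroxide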
ABCB6 inh 2: inhibitors of human ABC transporter ABCB6; Q9NP58; K562-ABCB6 porphyrin accumulation, flow cytometry, 1 h; hits give low values; fluorescence ratio to DMSO, % at 10 µM; 0.19% of 360,000 active; AID 602162;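 active = fluorescence ratio to DMSO below 75%, the collection mean minus 3 SD; inconclusive = too few cells collected in the well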;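 note: signal is porphyrin accumulated inside mitochondria; 100% equals median channel fluorescence of DMSO control wells; lower ratio means ABCB6 inhibition with less porphyrin fluorescence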
Target sequence (Q9NP58 whole entry, looked up): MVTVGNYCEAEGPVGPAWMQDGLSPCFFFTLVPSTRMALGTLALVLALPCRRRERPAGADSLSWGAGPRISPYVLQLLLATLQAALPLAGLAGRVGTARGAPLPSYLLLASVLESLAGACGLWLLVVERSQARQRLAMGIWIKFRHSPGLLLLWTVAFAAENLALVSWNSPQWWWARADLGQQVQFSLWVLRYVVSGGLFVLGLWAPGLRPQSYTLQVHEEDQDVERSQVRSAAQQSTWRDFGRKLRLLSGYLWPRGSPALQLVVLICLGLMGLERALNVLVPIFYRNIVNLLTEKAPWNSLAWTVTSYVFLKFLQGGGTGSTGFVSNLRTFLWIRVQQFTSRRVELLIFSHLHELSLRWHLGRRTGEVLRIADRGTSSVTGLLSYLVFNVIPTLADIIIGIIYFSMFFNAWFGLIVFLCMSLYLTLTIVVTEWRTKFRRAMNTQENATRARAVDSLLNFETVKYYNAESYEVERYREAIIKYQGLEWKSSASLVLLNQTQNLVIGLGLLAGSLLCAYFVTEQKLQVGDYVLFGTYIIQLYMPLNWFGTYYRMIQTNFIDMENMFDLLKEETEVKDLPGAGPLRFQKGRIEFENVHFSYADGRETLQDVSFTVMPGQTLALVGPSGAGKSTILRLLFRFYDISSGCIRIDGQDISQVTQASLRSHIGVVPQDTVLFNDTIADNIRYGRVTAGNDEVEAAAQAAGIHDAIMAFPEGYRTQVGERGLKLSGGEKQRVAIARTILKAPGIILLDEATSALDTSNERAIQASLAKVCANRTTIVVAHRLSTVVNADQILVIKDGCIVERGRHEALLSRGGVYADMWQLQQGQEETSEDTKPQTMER
hiPSC survival: increases survival of single human iPS cells | hiPSC single-cell survival, ATPlite luminescence; 100% = ROCK inhibitor wells, 0% = DMSO | survival enhancement, % at 20 µM | 0.044% of 360,000 active; in the data active = survival enhancement above about 18%;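 note: cells exposed to compounds for 16 hours before the ATP read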
PDI inh: blocks human protein disulfide isomerase activity; PDI insulin aggregation turbidity, A650, 90 min; P07237; 0.052% of 350,000 active; inhibition, % at 10 µM;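 active = mean inhibition across replicates of 30% or more, whatever share of single replicates reach that level; inconclusive = mean inhibition below 30% while every single replicate reaches 30%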;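 note: absorbance from insulin aggregation driven by PDI reduction with DTT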
Active calls of the source: *; ? = inconclusive; . = no result given.

The opening 5 compounds, ahead of the listing:
entry	SMILES	Exocytosis inh	PDI inh	aDG glyco act	hiPSC survival	Vif inh	HTR2A ag	N-glyco inh	H9c2 protect	CaV13 FRET inh	ABCB6 inh 2
1	CCN(CC)S(=O)(=O)c1ccc(C(=O)Nc2cc3oc4ccccc4c3cc2OC)cc1	-1	3	0.0	1.6	3	-3	-3	-8	-4	94
2	O=C(NC1=NCCS1)c1ccc(Cl)cc1	-3	-6	0.0	-0.6	-3	4	-5	-5	-3	92
3	O=C(CNC(=O)c1cccc(Br)c1)N/N=C/c1ccc2c(c1)OCO2	30	4	-0.1	-0.5	2	2	1	0	-3	93
4	Cc1ccc(NC(=O)NC2CCCN2S(=O)(=O)c2ccc(Cl)cc2)cc1 (centres undefined)	0	-1	-0.1	-1.5	-9	11	1	1	-6	88
5	CCN(CC)c1ccc(C=C2C(=O)OC(C)(C(C)(C)C)OC2=O)cc1 (centres undefined)	-2	5	-0.1	-0.7	5	1	-1	0	0	109

Main list, previewed entries included:
entry	SMILES	Exocytosis inh	PDI inh	aDG glyco act	hiPSC survival	Vif inh	HTR2A ag	N-glyco inh	H9c2 protect	CaV13 FRET inh	ABCB6 inh 2
1	CCN(CC)S(=O)(=O)c1ccc(C(=O)Nc2cc3oc4ccccc4c3cc2OC)cc1	-1	3	0.0	1.6	3	-3	-3	-8	-4	94
2	O=C(NC1=NCCS1)c1ccc(Cl)cc1	-3	-6	0.0	-0.6	-3	4	-5	-5	-3	92
3	O=C(CNC(=O)c1cccc(Br)c1)N/N=C/c1ccc2c(c1)OCO2	30	4	-0.1	-0.5	2	2	1	0	-3	93
4	Cc1ccc(NC(=O)NC2CCCN2S(=O)(=O)c2ccc(Cl)cc2)cc1 (centres undefined)	0	-1	-0.1	-1.5	-9	11	1	1	-6	88
5	CCN(CC)c1ccc(C=C2C(=O)OC(C)(C(C)(C)C)OC2=O)cc1 (centres undefined)	-2	5	-0.1	-0.7	5	1	-1	0	0	109
6	COc1cc(/C=C(\C#N)C(=O)Nc2cccc(C(=O)O)c2)ccc1OCc1ccc(Cl)cc1	2	-14	0.1	0.0	14	-1	-9	23	-3	92
7	Cc1cc(Cl)ccc1OCC(=O)NCCOC(=O)Nc1sc(=S)n(C)c1C	-5	8	1.2	0.0	9	-1	-1	-1	8	101
8	COCCN(CCOC)C(=O)c1c[nH]c2ccc(S(=O)(=O)N(C)c3ccc(F)cc3)cc2c1=O	-5	9	-0.1	-1.1	0	-2	4	3	-3	100

(continued)
entry	SMILES	Exocytosis inh	PDI inh	aDG glyco act	hiPSC survival	Vif inh	HTR2A ag	N-glyco inh	H9c2 protect	CaV13 FRET inh	ABCB6 inh 2
9	Cc1nc(CN2CCN(S(=O)(=O)c3c(Cl)cc(Br)cc3Cl)CC2)cs1	-2	1	0.0	1.3	13	4	-4	-2	-6	100
10	CS(=O)(=O)N(CC(=O)N1CCCCCC1)c1ccccc1	2	-8	5.3	0.3	1	-1	0	2	.	90
11	CCCN1CCc2c(sc3nc(SC)n(-c4ccccc4)c(=O)c23)C1	4	6	0.1	0.3	.	1	-1	-6	-26	115
12	COC(=O)c1ccc(NC(=O)CSc2nncn2-c2ccccn2)cc1	-4	-5	-0.1	1.1	5	3	0	8	-4	99
13	Cc1ccc(S(=O)(=O)N2CCCCC2)cc1NC(=O)Cn1cnc2c1c(=O)n(C)c(=O)n2C	12	-2	-0.1	-0.1	-3	-6	-1	1	-6	96
14	O=C(NCCNC(=O)c1cccnc1)c1cccnc1	3	.	-0.4	-0.8	0	-3	-2	2	.	96
15	O=C(Cn1cc(C(F)(F)F)ccc1=O)N1CCN(S(=O)(=O)c2ccc(Cl)cc2)CC1	-2	-1	0.1	0.7	5	3	1	-4	-5	86
16	CC1CCc2sc(C(=O)OCC(=O)NC(N)=O)cc2C1 (centres undefined)	1	-5	-0.1	-0.3	0	6	0	-9	7	94

New compounds follow.
entry	SMILES	Exocytosis inh	PDI inh	aDG glyco act	hiPSC survival	Vif inh	HTR2A ag	N-glyco inh	H9c2 protect	CaV13 FRET inh	ABCB6 inh 2
17	O=C(C1=C(O)C(=O)N(CCN2CCOCC2)C1c1ccccn1)c1cccs1 (centres undefined)	-2	5	-0.1	0.5	-9	0	4	0	-4	90
18	O=C(CSc1nc2ccccc2c(=O)n1-c1ccc(F)cc1F)NC1CCS(=O)(=O)C1 (centres undefined)	-2	-5	-0.2	0.3	5	1	1	-1	-7	99
19	COc1ccccc1OCCn1cc(/C=N/n2cnnc2)c2ccccc21	1	-3	0.2	1.8	-4	-6	1	2	-3	96
20	Cc1ccc(S(=O)(=O)N=S(CCO)CCO)cc1	-2	0	-0.4	0.8	-2	8	0	6	-5	103
21	COCCN(CCOC)C(=O)C12CCC(C)(C(=O)C1)C2(C)C (centres undefined)	-2	-3	0.2	-0.1	?	0	-2	2	-4	98
22	COc1ccc(NC(=S)N2CCCC2)cc1OC	4	2	0.2	-0.1	-1	-2	1	-1	-1	90
23	O=c1[nH]c(=S)n(C2CCCCC2)c(O)c1C=NCCN1CCOCC1	10	9	0.0	0.5	8	-6	3	-1	-4	96
24	Cc1cnc([N+](=O)[O-])n1CCOC(=O)NC(=O)c1ccc(C(F)(F)F)cc1	5	0	-0.1	0.8	12	-5	-1	2	-1	94

(more compounds)
entry	SMILES	Exocytosis inh	PDI inh	aDG glyco act	hiPSC survival	Vif inh	HTR2A ag	N-glyco inh	H9c2 protect	CaV13 FRET inh	ABCB6 inh 2
25	Oc1ccc(-c2nnc(Nc3cccc(O)c3)c3ccccc23)cc1	-2	5	-0.1	0.3	6	3	2	11	-5	95
26	CC(C)(C)n1ncc2c(=O)n(Cc3c(F)cccc3Cl)cnc21	-2	3	-0.1	6.4	11	5	-2	-8	-5	95
27	O=C(O)CC1CCS(=O)(=O)C1 (centres undefined)	3	-3	-0.1	2.7	9	-2	1	6	-3	87
28	Cc1csc(=S)n1-c1ccccc1	-1	-13	0.0	7.8	.	2	2	-5	-5	99
29	COc1nc(Oc2ccc(C(=O)O)cc2)nc(Oc2ccc(C(=O)O)cc2)n1	3	4	-0.2	6.5	1	7	1	-1	-7	98
30	CC(C)CCOc1ccc(CO[C@@H]2[C@H]3OC(C)(C)O[C@H]3O[C@@H]2C(O)CO)cc1 (some centres undefined)	-7	-5	0.1	-0.2	-13	-3	2	0	-4	100
31	COc1ccccc1-c1nnc(SCc2nc3ccccc3[nH]2)n1C	0	0	0.0	0.5	.	-4	0	-1	-9	101
32	Cc1ccc(C(=O)Nc2ccc(S(=O)(=O)N3CCCC3)cc2)o1	23	0	-0.3	-0.2	-4	-1	2	-3	-4	103

Additional compounds.
entry	SMILES	Exocytosis inh	PDI inh	aDG glyco act	hiPSC survival	Vif inh	HTR2A ag	N-glyco inh	H9c2 protect	CaV13 FRET inh	ABCB6 inh 2
33	Cc1cc(NC(=O)CCOc2ccccc2)no1	6	8	-0.1	-3.4	-2	3	0	6	-4	87
34	COc1ccc(NC(=O)C2(C)CCN2Cc2cccc(OC)c2OC)cc1OC (centres undefined)	1	-13	0.1	-0.5	-5	2	-4	3	-3	88
35	CC(O)CNc1nc2c(c(=O)n(Cc3ccc(Br)cc3)c(=O)n2C)n1C (centres undefined)	1	-2	0.0	-0.7	-15	-5	-4	36	-1	93
36	CC(Sc1nc(-c2ccccc2)cc(C(F)(F)F)n1)C(=O)N1CCOCC1 (centres undefined)	-2	8	0.4	0.8	-3	-2	-1	-1	0	103
37	COCCn1nnnc1C(C(C)C)N1CCN(C(=O)c2ccco2)CC1 (centres undefined)	3	6	-0.1	1.9	4	1	0	4	-5	99
38	CC1CCC2(CC1)NC(=O)N(CC(=O)NC(C)c1ccc(F)c(F)c1)C2=O (centres undefined)	-11	-4	-0.2	-4.0	20	3	2	-6	-7	102
39	CCc1ccc(C(=O)NNC(=O)c2n[nH]c(=O)c3ccccc23)cc1	11	2	-0.3	0.4	12	0	1	41	-5	98
40	NC(=O)C1CCN(CC(=O)Nc2ccccn2)CC1	0	1	0.0	-0.9	.	0	.	6	-6	87

Later entries.
entry	SMILES	Exocytosis inh	PDI inh	aDG glyco act	hiPSC survival	Vif inh	HTR2A ag	N-glyco inh	H9c2 protect	CaV13 FRET inh	ABCB6 inh 2
41	Cc1ccc(C)c(OCCSc2nnc(-c3cccnc3)n2N)c1	-3	5	0.3	-1.4	0	-5	7	-3	-4	98
42	COc1ccc(O)c(/C=N/N2CCOCC2)c1	-3	-2	-0.2	2.1	9	-2	1	-6	-3	97
43	CCOCCCNC(=S)N1CCCN(c2nc3c(C)c(C)ccc3cc2C#N)CC1	91*	13	1.2	0.0	-1	-8	-2	2	23	102
44	CCOC(=O)/C(=C\C=C\c1ccccc1)NC(=O)c1ccccc1	-7	1	-0.6	-0.8	0	-4	0	8	-8	97
45	CC(C)(Sc1ccc(CCN(CCCCC2CCCCC2)C(=O)NC2CCCCC2)cc1)C(=O)O	4	5	-0.2	-1.9	1	0	2	-12	-5	107
46	COc1ccc(C)cc1S(=O)(=O)Nc1cccc(Cl)c1Cl	-9	-2	0.1	1.6	-10	-3	-3	-21	-5	87
47	CCCCN(CC)S(=O)(=O)c1ccc(C(=O)Nc2nnc(COC)o2)cc1	2	-4	-0.1	0.0	.	4	1	29	.	91
48	COc1cccc(CC(=O)N2CCC(CCC(=O)Nc3cccc(OC)c3)CC2)c1	28	4	-0.1	-0.3	18	6	-3	-2	-3	99

(cont.)
entry	SMILES	Exocytosis inh	PDI inh	aDG glyco act	hiPSC survival	Vif inh	HTR2A ag	N-glyco inh	H9c2 protect	CaV13 FRET inh	ABCB6 inh 2
49	Cc1ccc(C)c(OCCn2cc(/C=C(\C#N)C(=O)NCc3cccs3)c3ccccc32)c1	0	-3	-0.1	2.4	-1	0	-3	0	.	95
50	CCCC1(CCC)NC(=O)N(CC(=O)Nc2ccc3c(c2)OCCO3)C1=O	-4	7	-0.1	-0.1	1	-1	0	4	-6	93
51	CCc1noc(C)c1C(=O)OCC(=O)Nc1ncc(Cl)cc1Cl	6	9	0.2	-0.4	-5	0	-1	11	-11	98
52	CC(Sc1nnc(NC(=O)c2cc3ccccc3oc2=O)s1)c1ccccc1 (centres undefined)	5	-14	0.0	-2.0	1	-1	3	0	-5	101

Random draw from the library, and some 3.1% of all compounds hit somewhere here.
